# Vif-APOBEC3F blk: qHTS for Inhibitors of Vif-A3F Interactions: qHTS. Potency, µM (titrated, usually from 46.1 µM), inactives show top-dose activity, negative = active. HeLa A3F-eYFP + Vif (tagged APOBEC3F with the HIV-1 protein that degrades it), YFP fluorescence increase. 0.2% of 390,000 active. AID 602313, 2012; note: potency is the fitted concentration of half-maximal effect; % of control where 0% means no effect; nearly all actives have a fitted effect of over 65% in size
#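 Fluorescence increase (Ex 488/Em 500-530) after overnight compound treatment at 37 deg C flags inhibition of Vif-driven A3F-eYFP loss in stable HeLa A3F-eYFP/Vif cells seeded overnight beforehand.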
# D1 potentiator: Potentiators of Human D1 Dopamine Receptor: qHTS | D(1A) dopamine receptor (Homo sapiens), P21728 | HEK293 TREx D1 cells, calcium flux, dopamine EC20 potentiation | potentiation, % at 10 µM | 0.036% of 360,000 active | AID 504651, 2011; in the data active = potentiation above about 30%; note: 0% is about no effect
# Target sequence (P21728 whole entry, looked up): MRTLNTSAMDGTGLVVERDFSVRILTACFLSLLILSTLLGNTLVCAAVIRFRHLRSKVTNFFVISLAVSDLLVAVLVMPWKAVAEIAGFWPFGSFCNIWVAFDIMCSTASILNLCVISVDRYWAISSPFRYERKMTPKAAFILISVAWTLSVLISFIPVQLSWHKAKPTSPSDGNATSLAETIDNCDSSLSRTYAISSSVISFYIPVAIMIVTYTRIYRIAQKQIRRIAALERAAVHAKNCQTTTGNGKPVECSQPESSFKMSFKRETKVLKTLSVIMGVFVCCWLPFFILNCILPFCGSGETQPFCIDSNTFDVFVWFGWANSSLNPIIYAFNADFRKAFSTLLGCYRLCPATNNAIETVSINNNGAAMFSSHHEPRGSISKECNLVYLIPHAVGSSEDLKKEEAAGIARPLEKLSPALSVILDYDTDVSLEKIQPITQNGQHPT
# Glioma ERSR ind: qHTS for Inducers of the Endoplasmic Reticulum Stress Response (ERSR) in Human Glioma: qHTS | U87-MG GRP78 promoter luciferase reporter, 16 h | Potency, µM, for the others: top-dose activation, hits mostly activators | 0.02% of 420,000 active; note: potency is the fitted concentration of half-maximal effect; series mostly up to about 76 µM; % of control where 0% means no effect; nearly all actives have a fitted effect of over 35% in size
#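 Stably transfected U87-MG human glioma cells carrying a GRP78-based luminescent sensor were seeded at 1000 cells/well, pin-dosed with compounds and incubated 16 h. Luciferase reagent was then added, and end-point luminescence was read after 10 min at room temperature.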
# D1 ag: Allosteric Agonists of the Human D1 Dopamine Receptor: qHTS | D(1A) dopamine receptor (Homo sapiens), P21728 | HEK293 T-REx D1 cells, calcium flux, agonist mode | activation, % at 2 µM | 1% of 360,000 active; in the data active = activation above about 30%; note: 0% is about no effect
#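 Tetracycline-induced HEK293 TREx D1 cells, force-coupled to calcium signalling, were dye-loaded with a no-wash calcium kit. Compound was pin-added after a 10 s baseline. Fluorescence was read kinetically at 1 cycle/s for 180 s, with calcium rises flagged as agonism.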
# D1 antag: Antagonist of Human D 1 Dopamine Receptor: qHTS; 3.2% of 360,000 active; HEK293 TREx D1 cells, calcium flux, dopamine EC80; active compounds read low; AID 504652, 2011; D(1A) dopamine receptor (Homo sapiens), P21728; activity change, negative = inhibition, % at 10 µM; in the data active = activity change below about -30%; note: % is set by controls: 0 for no effect and ±100 for the full control effect
#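 After overnight tetracycline induction at 30 C, force-coupled D1 HEK293 cells took up a no-wash calcium dye at room temperature. Compounds were added and monitored 180 s, and the response to EC80 dopamine was then recorded.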
# Vif-APOBEC3G blk: qHTS for Inhibitors of Vif-A3G Interactions: qHTS; DNA dC->dU-editing enzyme APOBEC-3G (Homo sapiens), Q9HC16; HeLa A3G-eYFP + Vif (tagged APOBEC3G with the HIV-1 protein that degrades it), YFP fluorescence, overnight; Potency, µM (titrated, usually from 46.1 µM), for inactives: at the highest dose activity, negative = active, most hits filed as inhibitors; 0.076% of 410,000 active; AID 602310, 2012;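 note: potency is the fitted concentration of half-maximal effect; % is set by controls: 0 for no effect and ±100 for the full control effect; nearly all actives have a fitted effect of over 60% in size; hits raise eYFP signal because A3G escapes Vif-driven loss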
# Target sequence (Q9HC16 whole entry, looked up): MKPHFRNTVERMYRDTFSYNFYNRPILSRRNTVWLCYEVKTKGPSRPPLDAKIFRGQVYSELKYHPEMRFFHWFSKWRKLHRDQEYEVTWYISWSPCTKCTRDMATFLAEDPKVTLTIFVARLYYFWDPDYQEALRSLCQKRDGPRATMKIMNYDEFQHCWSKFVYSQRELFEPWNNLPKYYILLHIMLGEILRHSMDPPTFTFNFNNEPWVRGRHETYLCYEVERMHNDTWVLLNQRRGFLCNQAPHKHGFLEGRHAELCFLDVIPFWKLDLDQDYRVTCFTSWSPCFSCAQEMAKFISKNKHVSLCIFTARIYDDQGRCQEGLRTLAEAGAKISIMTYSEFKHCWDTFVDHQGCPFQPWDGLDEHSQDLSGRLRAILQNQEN
#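 HeLa cells stably expressing Vif and C-terminally eYFP-tagged A3G, seeded overnight at 37 deg C, then exposed to compound by pintool overnight at 37 deg C. Rise in yellow fluorescence (Ex 488/Em 500-530, Acumen) marks blocked Vif-driven A3G degradation.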
# RXFP1 ag: qHTS Assay for Agonists of the Relaxin Receptor RXFP1; Relaxin receptor 1 (Homo sapiens), Q9HBX9; HEK293T-RXFP1 cAMP TR-FRET, 30 min; response scale: percent of porcine relaxin response, buffer zero; Potency, µM (titrated, usually from 57.5 µM), inactives show top-dose activation, hits mostly activators; 0.3% of 370,000 active; AID 2676, 2010; note: potency is the fitted concentration of half-maximal effect; % is set by controls: 0 for no effect and ±100 for the full control effect; nearly all actives have a fitted effect of over 60% in size; many of its hits are not listed in these tables
#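 Agonist response is measured as cAMP accumulation in an RXFP1-transfected HEK293T line under PDE4 inhibition. Values are scaled between buffer-only and 29 nM porcine relaxin, and EC50s come from standard Hill equation fits.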
# D2 PAM: HTS Assay for Positive Allosteric Modulators of the Human D2 Dopamine Receptor: Primary Screen for Potentiators. AID 485347, 2010. 0.34% of 340,000 active. potentiation, % at 10 µM. D(2) dopamine receptor (Homo sapiens), P14416. HEK293 T-REx D2, calcium flux, EC20 dopamine potentiation;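 active = potentiation over 3 SD above the plate norm, cut at about 30% in these data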; note: 0% is about no effect
#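 Cells plated with tetracycline inducer and held overnight at 30 C; calcium dye loaded 30–90 min at room temperature; baseline taken, compound added and read 180 s; EC20 dopamine then added and read 180 s.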
# LDHA inh: qHTS assay for inhibitors of human lactate dehydrogenase | L-lactate dehydrogenase A chain (Homo sapiens), P00338 | purified LDHA, NADH/diaphorase-resazurin fluorescence; active compounds read low | activity change, % (values are at about 110 or 230 µM) | 0.15% of 480,000 active; in the data active = activity change below about -30%; inconclusive = mostly about -25% to -30%;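 note: plate controls were DMSO wells for no effect and wells without enzyme for full effect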
#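 Human LDH5 at 2 nM final in Tris HCl pH 7.4 with 0.06 mM NADH and 0.2 mM pyruvate, reacted 5 minutes at room temperature. Remaining NADH coupled via diaphorase/resazurin; resorufin fluorescence read at 0 and 20 minutes, normalized to enzyme-free and DMSO wells.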
# The depositor's hits bear a star; ? = inconclusive; . = not tested or not shown; & = joins results of further samples. Unless noted, calls come from the whole dose curve; as a rule, active = well fitted curve in the direction sought with a large enough effect; inconclusive = small, poorly fitted or top-dose-only effect, or another doubt; inactive = no such curve, though single readings can be large; an effect the other way counts as inactive or inconclusive. This is a subset. The share of hits here may be higher or lower than overall.
SMILES,Vif-APOBEC3F blk,D1 potentiator,Glioma ERSR ind,D1 ag,D1 antag,Vif-APOBEC3G blk,RXFP1 ag,D2 PAM,LDHA inh
CCc1nc2sc(C(=O)O)c(N)c2c2c1CCCC2,-14.9%,-0.3,-1.0%,1.4,2.4,0.4%,20.9%,-3.7,-1.6
NC(=O)CSc1n[nH]c(-c2ccco2)n1,7.8%,1.6,0.0%,1.9,-2.8,1.5%,-1.3%,1.6,8.2
CCOC(=O)c1cc2c(c(-c3ccccc3)n1)[C@H](CCO)N(S(=O)(=O)C(C)(C)C)C2,-1.7%,.,-2.4%,.,.,1.4%,.,.,6.4
O=C(Nc1nnc(S(=O)(=O)N2CCCC2)s1)c1ccccc1F,1.6%&-16.0%,2.5&-1.9,-2.7%&-0.2%,2.1&-1.0,-1.0&2.6,0.5%&-4.5%,14.6%&-1.6%,-0.9&-13.7,-6.5&-3.6
Cn1c(SCC(=O)Nc2cc(Cl)cc(Cl)c2)nnc1-c1ccc2nonc2c1,7.7%,3.9,-9.2%,3.4,-21.7,-0.4%,-3.6%,-20.3,-7.9
COC(=O)N1CCCc2cc(S(=O)(=O)N3CCN(c4ccccc4)CC3)ccc21,-3.3%,-5.2,-2.3%,-0.2,16.8,-3.7%,0.0%,20.4,0.3
COc1ccc(S(=O)(=O)N2CCOCC2)cc1NC(=O)c1cc(=O)[nH]c2ccccc12,?,0.2,0.1%,3.5,12.8,-0.2%,26.0%,-8.8,0.7
CN1CCN(C(CNS(=O)(=O)c2cccs2)c2cccnc2)CC1 (centres undefined),-1.1%,-3.0,-3.7%,0.5,-15.0,-0.4%,-0.7%,-2.0,-9.5
CCCC1OC23CCCCC2C(C#N)(C#N)C1(C#N)C(=N)O3 (centres undefined),-17.0%,0.1,-3.6%,3.0,20.5,-1.1%,-0.6%,3.0,5.4
O=C1NC(=S)S/C1=C\c1cc(Cl)ccc1Cl,-4.0%,.,-0.7%,.,.,6.3%,.,.,-31.0*
Nc1n[nH]c(=S)n1-c1ccc(Cl)cc1,-2.1%,0.3,-4.5%,5.3,24.7,-4.9%,2.4%,0.7,0.8
Cc1nnc(SCCn2c(N3CCN(Cc4ccccc4)CC3)nc3c2c(=O)[nH]c(=O)n3C)s1,-4.9%,-0.2,-1.6%,-1.0,7.2,1.3%,1.8%,-1.1,-16.3
NS(=O)(=O)c1ccc(CCNS(=O)(=O)c2ccc3c(c2)NC(=O)CO3)cc1,-2.8%,0.8,0.2%,4.2,-1.9,0.1%,0.2%,-11.8,-7.6
C[C@H]1CN([C@@H](C)CO)C(=O)c2cc(Br)cnc2O[C@@H]1CN(C)C(=O)NC1CCCCC1,-17.7%,.,-3.0%,.,.,-5.1%,.,.,-1.1
O=C(COC(=O)c1ccc([N+](=O)[O-])o1)NC1CCCCC1,-4.8%,.,1.1%,.,.,-2.9%,.,.,18.0
COc1ccccc1CNC(=O)C1CCCN(S(=O)(=O)c2ccc3c(c2)CC(C)N3C(C)=O)C1 (centres undefined),-11.7%,-6.3,-2.2%,0.9,5.2,-2.0%,2.8%,-10.5,-11.8
COc1ccc(-c2nc3n(n2)C(c2ccc(OC)cc2)C(C(=O)Nc2cccnc2)=C(C)N3)cc1 (centres undefined),-8.2%,-2.0,-2.1%,0.8,4.5,-2.2%,2.7%,16.1,-4.8
O=C(O)CCN1c2cccc3cccc(c23)S1(=O)=O,2.4%,-5.2,-1.8%,1.4,0.3,-0.7%,4.1%,-12.3,14.0
Cc1cc(C)n(CC(=O)NNC(=O)COc2ccc(F)cc2Br)n1,5.3%,-6.3,3.7%,3.2,-8.1,0.8%,4.0%,-10.0,-3.1
O=C(Nc1cccc(C(F)(F)F)c1)C1CC(=O)N(Cc2ccco2)C1 (centres undefined),4.2%,.,-2.1%,.,.,-0.7%,.,.,-4.7
Cn1c(=O)c2cc3c(nc2n(C)c1=O)CC(c1ccccc1)CC3=O (centres undefined),3.7%,-0.5,-3.0%,5.0,-3.1,0.8%,-0.9%,13.9,-5.1
O=C1CCC(=O)N1CNc1cccnc1,-2.4%,-9.5,-2.7%,0.9,-4.1,0.9%,1.3%,-0.6,-4.3
Cc1ccc2nc(CSc3nnc(NC(=O)COc4ccccc4)s3)cc(=O)n2c1,0.4%,-0.4,7.0%,2.8,1.8,4.4%,10.9%,10.8,-0.5
O=C(/C=C/c1ccc2c(c1)OCO2)NCc1ccncc1,-25.6%,-10.8,-3.5%,0.4,1.2,1.4%,-1.6%,3.5,-5.5
Cc1nc(C)c(-c2ccc(SCC(=O)Nc3ccc(F)cc3F)nn2)s1,2.8%,-2.0,-2.2%,7.7,-2.1,-1.1%,?,-7.9,-2.8
# (more compounds)
SMILES,Vif-APOBEC3F blk,D1 potentiator,Glioma ERSR ind,D1 ag,D1 antag,Vif-APOBEC3G blk,RXFP1 ag,D2 PAM,LDHA inh
COc1ccc(-c2nc3c4ccccc4n(CC(=O)Nc4ccc(C(C)=O)cc4)c(=O)n3n2)cc1,2.3%,0.5,-3.0%,0.5,.,-0.7%,-0.3%,3.8,-0.8
CCOC(=O)C1CCN(c2ncnc3c2nc2n3CCCCC2)CC1,1.5%,5.2,-0.9%,-0.1,2.2,-0.6%,11.9%,-12.1,-5.8
COc1cccc(-n2nnnc2SCC(=O)Nc2ccc3c(c2)OCCO3)c1,6.3%,2.3,-6.3%,0.7,-4.7,-5.7%,0.0%,-4.2,-4.4
O=C(Nc1ccc2oc(-c3cccc4c(Br)cccc34)nc2c1)c1cccc(Cl)c1,-1.8%,-1.2,-0.4%,0.4,23.3,1.4%,21.4%,-4.7,0.1
Cc1n[nH]c(=O)c2c(NC(=O)COC(=O)c3cc(F)cc(F)c3)oc(C)c12,-16.6%,-3.5,0.3%,1.3,1.4,-0.3%,0.9%,6.8,16.6
Cc1cc(NC(=O)CCC(=O)N(c2ccc(F)cc2)C(C(=O)NC2CCCC2)c2ccc(C)o2)no1 (centres undefined),-3.6%,-3.9,-0.2%,2.2,-18.9,-0.6%,-1.2%,17.9,0.2
CCCCc1nnc(NC(=O)CC(=O)Nc2ccccc2C(=O)O)s1,2.3%,-1.8,-6.6%,0.7,5.7,0.0%,-0.6%,5.8,-3.5
CC(C)(C)CC(=O)Nc1ccccc1N1CCN(c2ccccc2)CC1,-1.3%,2.8,-0.8%,0.6,13.3,-0.8%,1.5%,11.1,-9.1
CSCC[C@H](NC(=O)[C@@H]1Cc2ccccc2CN1)C(=O)NC1CCCCC1,0.7%,0.6,-4.7%,1.0,14.6,-5.1%,2.0%,7.0,1.8
COc1cc(C(=O)Nc2nc(C)cc(C)n2)cc(OC)c1OC,17.2%,0.9,-4.5%,1.5,0.9,-0.3%,0.9%,3.8,-2.2
CC(=O)Nc1cccc(NC(=O)CSc2nnc3ccc(-c4ccncc4)nn23)c1,7.6%,-4.6,-3.0%,9.8,9.6,-0.2%,6.9%,-5.1,2.5
CCn1cc(S(=O)(=O)c2ccc(C)cc2C)c(=O)c2cc(F)c(N3CCCCC3)cc21,1.1%,2.6,-2.6%,1.1,9.0,2.3%,0.2%,2.0,-0.6
CCOc1cc2[nH]c(=S)n(CCC(=O)NCc3ccc(OC)cc3)c(=O)c2cc1OCC,-1.5%,-3.4,-4.3%,2.9,-5.9,-3.3%,3.5%,2.6,-5.5
C(=N\Nc1nc(N2CCCC2)nc(N2CCCC2)n1)/c1ccccc1OCc1ccccc1,12.4%,-3.1,2.0%,16.8,-2.7,-14.1%,0.2%,-8.4,-0.5
N#C/C(=C/c1ccc(-c2ccc(Br)cc2)o1)C(=O)NC1CCCCC1,-1.3%,1.1,3.0%,7.0,5.0,2.5%,1.3%,.,4.9
C=CCn1cc(/C=N/N2C(=O)C3C4C=CC(C4)C3C2=O)c2ccccc21 (centres undefined),1.0%,-3.3,1.9%,0.1,-5.8,2.5%,-0.1%,-2.0,-3.9
O=C(CSc1ccccc1C(=O)O)c1ccc(Cl)cc1,-14.2%,-6.1,-2.3%,1.4,-2.5,1.3%,0.0%,8.4,-5.9
COC(=O)C1CSC(C(=O)OC)N1C(=O)Nc1ccc(Cl)c(Cl)c1 (centres undefined),-0.1%,-9.5,-5.8%,3.1,-6.4,-1.0%,-0.1%,-3.4,-3.0
CCOc1ccc(/C=N/Nc2ccc(C(F)(F)F)cc2[N+](=O)[O-])cc1O,-0.3%,3.4,-6.5%,2.0,2.5,-0.5%,-1.1%,14.3,-8.8
Cc1ccc(CNC(=O)c2ccc3c(=O)[nH]c4c(C(=O)NCC5CCCO5)sc(=S)n4c3c2)cc1 (centres undefined),-10.0%,0.9,-5.3%,0.3,-2.1,0.2%,0.9%,.,3.1
Cc1ccccc1-n1ncc2c1CC(C)(C)CC2NC(=O)c1ccncc1 (centres undefined),5.3%,-9.7,-4.3%,1.5,1.3,-0.6%,-5.1%,11.8,0.8
CSCCC(NC(=O)COc1ccccc1)C(=O)OCCOc1ccc(F)cc1 (centres undefined),-4.1%,-5.2,-5.8%,2.9,-2.8,-0.4%,1.2%,-5.3,-7.8

# Assay outcomes (PubChem BioAssay)
